Source: PubChem (several laboratories)
CHRM4 PAM: human M4 muscarinic receptor positive allosteric modulators, primary screen, CHO-K1 cells, Fluo-8 calcium fluorescence | CHO-K1 hM4/Gqi5, ACh EC20; 0% = ACh EC20, 100% = maximal ACh | activation, % at 3 µM | 360,000 tested, 0.4% active;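 active = activation above its plate's cutoff, the mean activation of sample wells plus 3 SD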; also: some results filed as inactive read as strong as hits
Target sequence (P08173 whole entry, looked up): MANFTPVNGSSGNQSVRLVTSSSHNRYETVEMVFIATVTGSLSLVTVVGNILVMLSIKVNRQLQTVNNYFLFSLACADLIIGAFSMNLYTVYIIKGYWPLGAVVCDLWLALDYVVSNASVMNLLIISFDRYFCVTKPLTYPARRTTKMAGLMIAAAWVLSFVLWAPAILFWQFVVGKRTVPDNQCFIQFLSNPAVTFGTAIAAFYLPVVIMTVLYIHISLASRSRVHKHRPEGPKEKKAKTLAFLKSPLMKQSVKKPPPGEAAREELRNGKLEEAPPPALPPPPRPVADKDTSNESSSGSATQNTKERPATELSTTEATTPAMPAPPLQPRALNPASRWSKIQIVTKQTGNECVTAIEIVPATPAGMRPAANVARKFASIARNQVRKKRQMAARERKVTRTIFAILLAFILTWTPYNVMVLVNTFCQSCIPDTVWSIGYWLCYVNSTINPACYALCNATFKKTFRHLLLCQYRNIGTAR
CRFR2-BP antag: antagonists of CRF-BP/CRF-R2 complex, primary screen, cell-based, HEK293, calcium dye fluorescence, uHTS. CRF-induced calcium fluorescence. inhibition, % at 11.8 µM. 350,000 tested, 0.59% active. AID 588475, 2011;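 active = inhibition of the ligand-induced calcium signal above about 50% at the single tested concentration, limit read from the data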
M4 antag: human M4 muscarinic receptor antagonists, primary screen, CHO cells, Fluo-8 calcium fluorescence; 360,000 tested, 0.73% active; CHO-hM4 cells, ACh EC80; Muscarinic acetylcholine receptor M4 (Homo sapiens), P08173; AID 624125, 2012; inhibition, % at 3 µM;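 active = inhibition above its plate's cutoff, the mean inhibition of sample wells plus 3 SD, cut at about 27% in these data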;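 also: 0% = acetylcholine EC80 with DMSO and 100% = DMSO without agonist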
M5 antag: human M5 muscarinic receptor antagonists, primary screen, CHO cells, Fluo-8 calcium fluorescence; 360,000 tested, 0.59% active; CHO-hM5 cells, ACh EC80; inhibition, % at 3 µM;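 active = inhibition above a per-plate cutoff, the mean of that plate's test compounds plus 3 SD, cut at about 27% in these data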;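 also: 0% = acetylcholine EC80 with DMSO and 100% = DMSO without agonist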
Target sequence (P08912 whole entry, looked up): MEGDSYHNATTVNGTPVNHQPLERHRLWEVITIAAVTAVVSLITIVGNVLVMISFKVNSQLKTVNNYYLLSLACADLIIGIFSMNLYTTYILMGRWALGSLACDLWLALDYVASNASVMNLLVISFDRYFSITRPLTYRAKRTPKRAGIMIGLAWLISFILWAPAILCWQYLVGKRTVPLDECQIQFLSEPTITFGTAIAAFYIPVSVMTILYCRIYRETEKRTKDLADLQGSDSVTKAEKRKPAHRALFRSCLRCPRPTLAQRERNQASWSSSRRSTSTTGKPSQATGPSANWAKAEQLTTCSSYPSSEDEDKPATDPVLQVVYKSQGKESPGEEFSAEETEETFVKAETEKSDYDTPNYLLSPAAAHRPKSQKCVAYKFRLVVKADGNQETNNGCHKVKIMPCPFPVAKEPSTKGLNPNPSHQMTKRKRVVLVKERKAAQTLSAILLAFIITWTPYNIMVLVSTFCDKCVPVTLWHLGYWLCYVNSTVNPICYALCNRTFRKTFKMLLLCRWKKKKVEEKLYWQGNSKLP
CRFBP-R2 agonist: agonists of CRF-BP/CRF-R2 complex, primary screen, cell-based, HEK293, calcium dye fluorescence, uHTS; CRF-binding protein / CRF receptor 2 complex (human); activation, % at 13.2 µM; AID 588473, 2011; 350,000 tested, 0.46% active; calcium dye fluorescence (FLIPR); percent of saturating CRF peptide response;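 active = activation of at least 50%, plus an integration ratio under a set limit after plate pattern correction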;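 also: plate controls were neutral control wells without compound for no effect and CRF at EC100 for full effect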
M5 ag: human M5 muscarinic receptor agonists, primary screen, CHO-K1 cells, Fluo-8 calcium fluorescence; Muscarinic acetylcholine receptor M5 (Homo sapiens), P08912; CHO-K1 hM5 cells; 0% DMSO wells, 100% maximal acetylcholine response; activation, % at 3 µM; 360,000 tested, 0.19% active; AID 624037, 2012;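 active = activation above the run's mean over test compounds plus 3 SD, cut at about 23% in these data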;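 also: signal is peak over basal fluorescence ratio across the kinetic read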
M1 PAM: human M1 muscarinic receptor positive allosteric modulators, primary screen, CHO-K1 cells, Fluo-8 calcium fluorescence, 1536-well | Muscarinic acetylcholine receptor M1 (Homo sapiens), P11229 | CHO-K1 hM1, ACh EC20; 0% = ACh EC20, 100% = maximal ACh | activation, % at 3 µM | 360,000 tested, 0.088% active | AID 588819, 2011; in the data active = activation above about 19%, passing the limit was not always enough
M4 ag: human M4 muscarinic receptor agonists, primary screen, CHO-K1 cells, Fluo-8 calcium fluorescence | AID 624127, 2012 | activation, % at 3 µM | CHO-K1 hM4/Gqi5; vehicle 0%, full acetylcholine response 100% | Muscarinic acetylcholine receptor M4 (Homo sapiens), P08173 | 360,000 tested, 0.14% active;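 active = activation above the run mean over all test wells plus 3 SD, cut at about 32% in these data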;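 also: peak over basal fluorescence ratio per well then scaled between controls; 0% = DMSO wells and 100% = acetylcholine at EC100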
CHRM5 PAM: human M5 muscarinic receptor positive allosteric modulators, primary screen, CHO-K1 cells, Fluo-8 calcium fluorescence; CHO-K1 hM5, ACh EC20 PAM; 0% = ACh EC20, 100% = ACh EC100; activation, % at 3 µM; 360,000 tested, 0.3% active; AID 624038, 2012;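 active = activation above the run cutoff, the mean activation of all test compounds plus 3 SD, cut at about 18% in these data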
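System – CHO-K1 hM5 cells · Compound – 3 µM, single dose · Incubation – compound preincubation 140 s before EC20 acetylcholine addition · Technique – Fluo-8 calcium fluorescence · Measure – Max/basal fluorescence ratio as % of EC20–EC100 ACh window · Benchmarks – low control EC20 acetylcholine (0%), high control EC100 acetylcholine (100%) · Replication – singlicate, one well per test compound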
* marks the source's active call; other numbers are inactive results; · = not tested or not shown.

CHRM4 PAM | CRFR2-BP antag | M4 antag | M5 antag | CRFBP-R2 agonist | M5 ag | M1 PAM | smiles | M4 ag | CHRM5 PAM
3 | -8 | 5 | 13 | 3.9 | -2 | -8 | COc1ccc(-c2nn(CC(=O)Nc3ccc(Cl)c(Cl)c3)c(=O)c3ccccc23)cc1 | 1 | -2
4 | · | -2 | 0 | · | 0 | 6 | CC(=O)Nc1ccc(NC(=O)C2(C)Cc3c(-c4cccc(C(F)(F)F)c4)ccnc3O2)cc1 (stereo not given) | 1 | 0
6 | 4 | -8 | 11 | 0.5 | 3 | 0 | Clc1ccc(Cn2cnc3ccccc32)cc1 | 10 | -12
-11 | -17 | 29* | 28* | 3.2 | -2 | -11 | Cc1ccc(NC(=O)C2CCN(S(=O)(=O)c3ccc4c(c3)NC(=O)C(C)S4)CC2)cc1Cl (stereo not given) | 12 | -12
-5 | 6 | 9 | 9 | -2.2 | 0 | 1 | CC(=O)NC(N1CCCCC1)C(F)(F)C(F)(F)C(F)(F)C(F)F (stereo not given) | 0 | -3
-3 | 2 | -8 | -14 | -1.6 | 2 | 1 | CCCCNC(=O)CN(CCc1ccccc1)S(C)(=O)=O | 2 | 8
0 | -7 | -8 | 2 | 0.7 | -1 | 0 | Cc1cccc(CNS(=O)(=O)c2csc(C(N)=O)c2)c1 | 1 | 0
15 | -5 | 0 | -3 | -1.2 | 4 | 8 | CSCCC(NC(=O)c1ccco1)C(=O)N(C)CC(=O)Nc1c(Cl)cccc1Cl (stereo not given) | 2 | 13
0 | 14 | 5 | 2 | -0.3 | -3 | 1 | Cc1ccc(S(=O)(=O)N2CCC(C(=O)N3CCC3)CC2)cc1 | 1 | -7
1 | 0 | 0 | -5 | -0.2 | 0 | 10 | CN1CCN(C(=O)C2C3C=CC(C3)C2C(=O)O)CC1 (stereo not given) | 1 | 4
-2 | 6 | 9 | 10 | -1.6 | -3 | 5 | O=C(Nc1ccc(Cl)cc1)N1CCN(Cc2ccc3c(c2)OCO3)CC1 | 2 | -3
0 | 2 | 0 | -4 | -1.7 | -4 | 0 | O=C(O)c1ccc(/C=C2\SC(=S)N(NC(=O)c3ccccc3)C2=O)cc1 | 1 | 9
-10 | · | 16 | 10 | · | -2 | -18 | CCc1nc2ccc(C(=O)NCCOc3ccc(OC)cc3)cn2c1N(C)CCCc1ccccc1 | 1 | -6
-7 | 5 | 11 | 6 | 0.7 | -1 | 7 | COc1ccc(Cn2c(=O)[nH]c3cc(C(=O)NC4CCCC4)ccc3c2=O)cc1 | 5 | -1
4 | 14 | -7 | -1 | 0.6 | -1 | 13 | O=C(O)c1cccc(N=NN2CCOCC2)c1 | 1 | 1

Other results:
CHRM4 PAM | CRFR2-BP antag | M4 antag | M5 antag | CRFBP-R2 agonist | M5 ag | M1 PAM | smiles | M4 ag | CHRM5 PAM
3 | -6 | 2 | 14 | 1.3 | -1 | 5 | Cc1cc(C)c(NC(=O)c2c[nH]c(=S)n2-c2ccc(F)cc2)c(C)c1 | 1 | -14
4 | -29 | -6 | 1 | -3.7 | 1 | 10 | Cc1ccccc1OCc1nnc(SCc2cc(=O)[nH]c3ccccc23)o1 | 0 | 0
-2 | 7 | -3 | 9 | -1.1 | 3 | 0 | CC(C)COc1ccc(C(=O)Nc2ccc(SC(F)F)cc2)cc1 | 1 | -7
5 | -1 | -1 | 2 | 0.2 | -2 | 0 | COc1ccc2c(C(=O)CN3CC(C)OC(C)C3)c[nH]c2c1 (stereo not given) | 0 | -4
6 | 3 | -8 | -5 | -0.2 | 0 | 9 | Cn1c(Cc2ccc3c(c2)OCO3)nnc1SCC(=O)NC(C)(C)C | 3 | 3
6 | 11 | 1 | -2 | 0.2 | -4 | 7 | O=C(c1ccccc1)c1ncc[nH]1 | 1 | 4
3 | 22 | -8 | 12 | 0.6 | -5 | -1 | COc1ccc(/C=N/N=C(\N)c2nonc2N)cc1 | 0 | -4
2 | -56 | -7 | -3 | 0.8 | 1 | -4 | Cc1ccc(S(=O)(=O)N2CCCC2C(=O)Nc2nc3ccccc3s2)cc1 (stereo not given) | 2 | -2
-2 | -8 | 5 | 6 | 2.3 | 1 | 5 | COc1ccccc1N1CCN(C(=O)c2ccccc2SCC(=O)NCc2ccco2)CC1 | 6 | -11
2 | -10 | -2 | 3 | -2.3 | 2 | -1 | Cc1ccc(C)c(/C=N/Nc2nc3ccccc3c(=O)n2O)c1 | 1 | 4
5 | 16 | 2 | 4 | -1.5 | 3 | 7 | COc1ccccc1-n1c(SCC(=O)NC2CCS(=O)(=O)C2)nc2ccccc2c1=O (stereo not given) | 2 | -4
7 | 1 | -2 | 7 | 1.5 | 0 | 10 | Cc1ccc(S(=O)(=O)N(CCc2ccccc2)c2ccc3c(c2)C2CC3CCN2C(=O)OCc2ccccc2)cc1 (stereo not given) | 0 | 0
-5 | 14 | 3 | 34* | 0.8 | 0 | -8 | COc1ccc(NC(=S)NNc2ccc([N+](=O)[O-])cc2S(=O)(=O)Nc2ccc(C)cc2C)cc1 | 8 | -22
8 | 5 | 6 | -2 | 1.3 | -1 | 9 | Cc1ccccc1-n1c(=O)c2ccccc2n2cnnc12 | 1 | -3
4 | -80 | 39* | 5 | 156* | -1 | -9 | O=c1c(/C=C(\O)c2ccccc2)nc2ccccc2n1-c1ccccc1 | 26 | -1

A draw from above in order of length of the SMILES, rising.
CHRM4 PAM | CRFR2-BP antag | M4 antag | M5 antag | CRFBP-R2 agonist | M5 ag | M1 PAM | smiles | M4 ag | CHRM5 PAM
6 | 11 | 1 | -2 | 0.2 | -4 | 7 | O=C(c1ccccc1)c1ncc[nH]1 | 1 | 4
3 | 22 | -8 | 12 | 0.6 | -5 | -1 | COc1ccc(/C=N/N=C(\N)c2nonc2N)cc1 | 0 | -4
8 | 5 | 6 | -2 | 1.3 | -1 | 9 | Cc1ccccc1-n1c(=O)c2ccccc2n2cnnc12 | 1 | -3
-2 | 7 | -3 | 9 | -1.1 | 3 | 0 | CC(C)COc1ccc(C(=O)Nc2ccc(SC(F)F)cc2)cc1 | 1 | -7
5 | -1 | -1 | 2 | 0.2 | -2 | 0 | COc1ccc2c(C(=O)CN3CC(C)OC(C)C3)c[nH]c2c1 (stereo not given) | 0 | -4
6 | 3 | -8 | -5 | -0.2 | 0 | 9 | Cn1c(Cc2ccc3c(c2)OCO3)nnc1SCC(=O)NC(C)(C)C | 3 | 3
4 | -29 | -6 | 1 | -3.7 | 1 | 10 | Cc1ccccc1OCc1nnc(SCc2cc(=O)[nH]c3ccccc23)o1 | 0 | 0
2 | -56 | -7 | -3 | 0.8 | 1 | -4 | Cc1ccc(S(=O)(=O)N2CCCC2C(=O)Nc2nc3ccccc3s2)cc1 (stereo not given) | 2 | -2
3 | -6 | 2 | 14 | 1.3 | -1 | 5 | Cc1cc(C)c(NC(=O)c2c[nH]c(=S)n2-c2ccc(F)cc2)c(C)c1 | 1 | -14
5 | 16 | 2 | 4 | -1.5 | 3 | 7 | COc1ccccc1-n1c(SCC(=O)NC2CCS(=O)(=O)C2)nc2ccccc2c1=O (stereo not given) | 2 | -4
-5 | 14 | 3 | 34* | 0.8 | 0 | -8 | COc1ccc(NC(=S)NNc2ccc([N+](=O)[O-])cc2S(=O)(=O)Nc2ccc(C)cc2C)cc1 | 8 | -22
7 | 1 | -2 | 7 | 1.5 | 0 | 10 | Cc1ccc(S(=O)(=O)N(CCc2ccccc2)c2ccc3c(c2)C2CC3CCN2C(=O)OCc2ccccc2)cc1 (stereo not given) | 0 | 0

Next section
CHRM4 PAM | CRFR2-BP antag | M4 antag | M5 antag | CRFBP-R2 agonist | M5 ag | M1 PAM | smiles | M4 ag | CHRM5 PAM
6 | 1 | -5 | -11 | -0.1 | 3 | 16 | Cc1cc(C(=O)Nc2ccc(S(=O)(=O)Nc3onc(C)c3C)cc2)c(C)o1 | 0 | 6
1 | 3 | -7 | 4 | -3.6 | -2 | 1 | Cc1ccc(C(=O)N(CC(=O)NC2CCCCC2)c2ccccc2F)s1 | 0 | -1
10 | 11 | -13 | 8 | -0.8 | -2 | 8 | CC(C)CC1(C(=O)NCc2ccccn2)C=CCN1C(=O)c1ccccc1 (stereo not given) | 2 | 1
5 | 12 | 1 | 4 | -0.6 | 0 | 5 | COc1ccc(-n2c(=O)c3c(C)c(C)sc3n(Cc3cccc(F)c3)c2=O)c(OC)c1 | 0 | 5
-3 | -8 | -5 | 1 | -1.1 | 0 | 3 | O=C(Nc1ccc(N2C(=O)C3C4C=CC(C4)C3C2=O)cc1Cl)c1cccs1 (stereo not given) | 1 | 0
4 | 3 | -19 | -4 | -2.5 | 2 | 4 | Cc1nc(C(=O)NC2CC2)sc1C1(C)CC(c2ccccc2)=NO1 (stereo not given) | 1 | 11
-8 | 2 | 8 | -9 | -0.8 | 4 | 0 | CNC(=O)CSc1nnc(-c2ccco2)n1-c1ccccc1 | 0 | 9
-1 | 2 | -11 | 0 | 3.9 | 1 | -2 | COC(=O)C[C@H]1C[C@@H]2c3cc(NS(=O)(=O)c4cccc(OC)c4)ccc3O[C@@H]2[C@@H](CO)O1 | 5 | 1
3 | -12 | 18 | 1 | 0.8 | 1 | 7 | O=C(Nc1cc(-c2nn(CC(=O)N3CCCCC3)c(=O)c3ccccc23)ccc1N1CCOCC1)c1ccc(Cl)cc1 | 1 | 6
-7 | -8 | 7 | 1 | 3.9 | -6 | 7 | O=C(CCc1nc(-c2ccccc2Cl)no1)NCCc1ccccc1 | 2 | -5
12 | 10 | -12 | 2 | -4.0 | 2 | 17 | Cc1ccc(NC(=O)COC(=O)CCNS(=O)(=O)c2c(Cl)cccc2Cl)cc1 | 7 | -1
4 | 106* | 6 | 4 | -0.6 | 0 | 6 | CC1CCC(NC(=O)CCN2C(=O)C3CC=CCC3C2=O)CC1 (stereo not given) | 1 | 2
-8 | 19 | -2 | -4 | -8.2 | 1 | 8 | Cc1cnc(C(=O)N2CCCC(C(=O)c3ccc(C(F)(F)F)cc3)C2)cn1 (stereo not given) | 1 | 16
-2 | 1 | -11 | 10 | 0.2 | -2 | -6 | COc1ccccc1C(=O)NNC(=O)C(=O)Nc1cccc(Cl)c1C | 2 | -4
2 | -1 | 5 | 0 | 0.1 | -9 | -3 | NCCCC[C@H]1CNC(=S)N1CCCCC1CCCCC1 | 0 | -1
0 | 6 | 2 | 0 | 5.0 | 2 | 7 | CC(/C=C/c1ccco1)=N\NC(=O)c1cc(C)[nH]n1 | 2 | -3
0 | 3 | -9 | 4 | 0.3 | 2 | 4 | COc1ccc(NC(=O)CN(C)C(=O)CCCc2c[nH]c3ccccc23)cc1 | 4 | 0
7 | -3 | 6 | -4 | -0.3 | 2 | 9 | COc1ccc(S(=O)(=O)N(C)CC(=O)Nc2ccc3c(c2)OCO3)cc1OC | 2 | 6
